ERAP1 HTS inh: human ERAP1 aminopeptidase inhibitors, primary screen, biochemical, single point, plate reader. 340,000 compounds, 0.15% hits. Endoplasmic reticulum aminopeptidase 1 (Homo sapiens), Q9NZ08. inhibition, % at 10.7 µM. recombinant ERAP1, Leu-AMC fluorescence, 60 min;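 active = mean replicate inhibition of at least 30%, or all replicates individually reaching that 30% level; inactive = mean below 30% and not every replicate reaching it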;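 also: 0% = neutral control wells and 100% = L-leucinethiol positive control wells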
Target sequence (Q9NZ08 whole entry, looked up): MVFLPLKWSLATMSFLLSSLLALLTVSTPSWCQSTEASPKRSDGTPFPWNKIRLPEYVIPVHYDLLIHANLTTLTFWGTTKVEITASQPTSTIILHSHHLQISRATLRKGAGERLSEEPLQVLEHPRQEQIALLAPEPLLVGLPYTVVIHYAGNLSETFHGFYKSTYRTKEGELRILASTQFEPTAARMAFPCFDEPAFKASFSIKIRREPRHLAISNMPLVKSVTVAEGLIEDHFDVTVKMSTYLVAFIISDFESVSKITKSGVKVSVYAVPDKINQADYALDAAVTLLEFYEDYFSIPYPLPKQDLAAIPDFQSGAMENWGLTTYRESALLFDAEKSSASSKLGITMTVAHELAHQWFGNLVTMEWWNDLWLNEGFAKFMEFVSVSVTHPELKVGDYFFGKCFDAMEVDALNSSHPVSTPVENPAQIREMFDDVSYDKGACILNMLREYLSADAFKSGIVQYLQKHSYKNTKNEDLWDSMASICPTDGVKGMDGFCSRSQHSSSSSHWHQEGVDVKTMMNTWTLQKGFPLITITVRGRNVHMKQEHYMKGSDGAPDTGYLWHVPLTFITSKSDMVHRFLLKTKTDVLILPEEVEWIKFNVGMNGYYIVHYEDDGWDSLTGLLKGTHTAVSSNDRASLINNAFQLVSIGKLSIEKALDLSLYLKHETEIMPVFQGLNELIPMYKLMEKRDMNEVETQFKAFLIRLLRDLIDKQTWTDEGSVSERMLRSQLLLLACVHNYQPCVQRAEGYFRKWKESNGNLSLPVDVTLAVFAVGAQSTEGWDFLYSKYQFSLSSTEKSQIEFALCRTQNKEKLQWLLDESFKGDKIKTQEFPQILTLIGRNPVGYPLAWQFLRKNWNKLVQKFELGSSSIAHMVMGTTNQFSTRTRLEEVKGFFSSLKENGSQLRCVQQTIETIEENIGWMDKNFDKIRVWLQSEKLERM
FN deposition inh: inhibitors of fibronectin matrix deposition, primary screen, AH1F cells, Alexa488-fibronectin fluorescence, plate reader | AH1F fibroblasts, overnight | AID 743247, 2014 | 350,000 compounds, 0.086% hits | inhibition, % at 12.6 µM;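 active = mean inhibition across replicates of 30% or more, regardless of how many single replicates reach that level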;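 also: positive control wells lacked labelled fibronectin entirely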
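Material: AH1F fibroblast monolayer depositing Alexa488-labelled fibronectin into matrix | Input: 10000 AH1F cells/well | Medium: DMEM plus 2% serum, read in PBS | Reagent: Alexa488-fibronectin, 24 nM final in well | Compound dosing: One dose per compound, pinned | Schedule: 1 h adhesion, overnight exposure | Measured by: Fluorescence at 485 nm excitation, 525 nm emission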
S100A4 MyoIIA: inhibitors of S100A4-myosin IIA peptide binding, primary screen, biochemical, fluorescence polarization, TAMRA-MyoIIA peptide | AID 652163, 2013 | 360,000 compounds, 0.14% hits | Protein S100-A4 (Homo sapiens), P26447 | inhibition, % at 10.7 µM;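 active = mean inhibition of at least 70% across replicates, with every replicate also reaching that level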
Target sequence (P26447 whole entry, looked up): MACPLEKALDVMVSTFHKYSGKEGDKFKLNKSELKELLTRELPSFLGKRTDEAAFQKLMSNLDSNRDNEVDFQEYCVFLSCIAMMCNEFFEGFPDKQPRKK
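Test system: S100A4 monomer protein. Medium: HEPES buffer with Ca2+, pH 7.2. Reagent: fluorescent myosin IIA peptide, 5 nM. Compound dosing: single-point compound testing. Timing: 5 min between mix addition and reading. Benchmarks: DMSO neutral and TFP positive wells.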
EWS-Fli block: EWS/Fli-driven NR0B1 reporter inhibitors, primary screen, A673 cells, NR0B1 luciferase, luminescence, MLPCN library; inhibition, % at 12.6 µM; AID 651661, 2012; 350,000 compounds, 0.67% hits; viability-normalised;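 active = mean inhibition of at least 50% after viability correction, with every replicate also passing that limit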;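 also: firefly luciferase signal divided by Alamar Blue viability fluorescence both relative to DMSO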
PAX8 inh HTS: inhibitors of PAX8-driven TPO luciferase reporter, primary screen, RMG-I cells, single concentration; SteadyGlo, 24 h; inhibition, % at 12.6 µM; 360,000 compounds, 1.2% hits; AID 652154, 2013;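 active = mean replicate inhibition at least 60% with every replicate also reaching 60%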;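 also: luciferase light reporting Pax8 driven TPO promoter activity; plate controls were median of neutral control wells for no effect and mitoxantrone controls for full effect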
PGC1a acetyl inh: inhibitors of PGC1a acetylation signal, primary screen, cell-based, U2OS, AlphaScreen, inhibitor mode. 350,000 compounds, 0.17% hits. inhibition, % at 15.6 µM. AlphaScreen anti-acetyl-lysine; with virally co-expressed GCN5 acetyltransferase;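 active = every replicate shows inhibition of at least 40%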;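 also: 0% = neutral control wells and 100% = positive control wells; some results beyond the cut were filed as inactive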
LGR2 antag: inhibitors of bursicon-induced LGR2 CRE-luciferase signal, primary screen, cell-based, HEK293, CRE-luciferase reporter, bursicon stimulation | Drosophila bursicon receptor LGR2 (rickets) | 380,000 compounds, 0.35% hits | bursicon-stimulated, 4 h | inhibition, % at 9.99 µM;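 active = drop in luminescence signal, shown as inhibition above about 50% in the replicate tests, limit read from the data, passing the limit was not always enough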;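 also: agonist challenge used bursicon conditioned medium at about half maximal strength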
PglD inh: C. jejuni PglD acetyltransferase inhibitors, primary screen, biochemical, DTNB colorimetric, single point; UDP-N-acetylbacillosamine N-acetyltransferase PglD (Campylobacter jejuni); purified PglD enzyme, DTNB colorimetric CoA detection; inhibition, % at 12.5 µM; 360,000 compounds, 0.098% hits; in the data active = inhibition above about 16%, passing the limit was not always enough; also: strong numbers were not always called active
An asterisk follows results filed as active.

How did COCCCN(C(=O)CSc1nc2ccccc2c(=O)n1C)c1c(N)n(Cc2ccccc2)c(=O)[nH]c1=O do in these assays?
ERAP1 HTS inh: -6; FN deposition inh: -8; S100A4 MyoIIA: 13; EWS-Fli block: 5; PAX8 inh HTS: 21; PGC1a acetyl inh: 35; LGR2 antag: 6; PglD inh: 1

What do the screens show for `CCN1CCN(C(=O)C(=O)c2c(C)[nH]c3ccccc23)CC1`?
ERAP1 HTS inh: -9; FN deposition inh: 1; S100A4 MyoIIA: 0; EWS-Fli block: -4; PAX8 inh HTS: 12; PGC1a acetyl inh: -2; LGR2 antag: 4

Results for CC(C)NC(=O)N(C)C[C@@H]1Oc2c(NC(=O)Nc3ccc(F)cc3)cccc2C(=O)N([C@H](C)CO)C[C@H]1C ?
ERAP1 HTS inh: -1; FN deposition inh: 5; S100A4 MyoIIA: -1; EWS-Fli block: -4; PAX8 inh HTS: -22; PGC1a acetyl inh: 3; LGR2 antag: 2; PglD inh: -2

Results for Cc1noc(C)c1NC(=O)N(C)C[C@@H]1Oc2c(NC(=O)c3cnccn3)cccc2C(=O)N([C@@H](C)CO)C[C@@H]1C ?
ERAP1 HTS inh: 2; FN deposition inh: -3; S100A4 MyoIIA: 10; EWS-Fli block: -1; PGC1a acetyl inh: 1; LGR2 antag: 17; PglD inh: -3

How did CCCCC(=O)N/C(N)=N/c1nc2ccccc2o1 do in these assays?
FN deposition inh: -4; S100A4 MyoIIA: -4; EWS-Fli block: -103; PAX8 inh HTS: -155; PGC1a acetyl inh: -3; LGR2 antag: -81

What do the screens show for `CCOc1ccc(C(=O)CCC(=O)N2CCN(c3ccc(O)cc3)CC2)cc1`?
ERAP1 HTS inh: 3; FN deposition inh: 0; S100A4 MyoIIA: -2; EWS-Fli block: -2; PAX8 inh HTS: 22; PGC1a acetyl inh: -13; LGR2 antag: 3; PglD inh: -1

What do the screens show for `Cc1ccc(NC(=O)COC(=O)c2ccc3c(c2)OCO3)c(C)c1`?
ERAP1 HTS inh: 1; FN deposition inh: 3; S100A4 MyoIIA: 5; EWS-Fli block: 5; PAX8 inh HTS: 7; PGC1a acetyl inh: -5; LGR2 antag: 0; PglD inh: 3

What do the screens show for `CCC(=O)Nc1ccc2ccccc2c1`?
FN deposition inh: -3; PAX8 inh HTS: -11; PGC1a acetyl inh: 3; LGR2 antag: 6; PglD inh: 1

How did C[C@@H]1CN([C@H](C)CO)C(=O)c2cc(NC(=O)Nc3ccc(C(F)(F)F)cc3)ccc2O[C@@H](C)CCCCO[C@@H]1CN(C)CC1CCCCC1 do in these assays?
ERAP1 HTS inh: 0; FN deposition inh: 6; S100A4 MyoIIA: -7; EWS-Fli block: 78*; PAX8 inh HTS: -10; PGC1a acetyl inh: -10; LGR2 antag: 1; PglD inh: 10

Results for O=C(NCc1cccs1)c1cc(S(=O)(=O)N2CCOCC2)ccc1N1CCCC1 ?
ERAP1 HTS inh: 0; FN deposition inh: 4; S100A4 MyoIIA: 1; EWS-Fli block: 2; PAX8 inh HTS: -12; LGR2 antag: 3; PglD inh: -3

How did O=C(NCc1ccc2c(c1)OCO2)C1CC(=O)N(CCc2ccccc2)C1 (centres undefined) do in these assays?
ERAP1 HTS inh: -3; FN deposition inh: -2; S100A4 MyoIIA: -8; EWS-Fli block: -3; PAX8 inh HTS: -6; PGC1a acetyl inh: 2; PglD inh: -2

How did C/C(=N\N=c1/sc2ccccc2n1C)c1ccc(N2CCOCC2)cc1 do in these assays?
ERAP1 HTS inh: 4; S100A4 MyoIIA: -3; EWS-Fli block: -8; PAX8 inh HTS: -6; PGC1a acetyl inh: 5; LGR2 antag: 4

How did COc1ccc(CNC(=O)C(c2ccco2)N(C(=O)c2ccccn2)c2ccccc2)cc1 (centres undefined) do in these assays?
ERAP1 HTS inh: 0; FN deposition inh: 11; S100A4 MyoIIA: 6; EWS-Fli block: 5; PAX8 inh HTS: -1; PGC1a acetyl inh: -18; LGR2 antag: -12

Results for O=C(Nc1ccccc1)N1CC(=O)N2[C@H](C1)[C@H](c1ccc(C#CC3CCCC3)cc1)[C@@H]2CO ?
ERAP1 HTS inh: 0; FN deposition inh: -6; S100A4 MyoIIA: -5; EWS-Fli block: 17; LGR2 antag: -3

What do the screens show for `CN(CC(=O)Nc1ccc(Cl)c(C(F)(F)F)c1)Cc1cc(=O)n2ccsc2n1`?
ERAP1 HTS inh: 0; FN deposition inh: -5; S100A4 MyoIIA: -1; EWS-Fli block: 18; PAX8 inh HTS: 13; PGC1a acetyl inh: 2; PglD inh: 0

Results for COCCOc1cc(N2C(=O)CSCC2=O)c(Cl)cc1Cl ?
ERAP1 HTS inh: -1; S100A4 MyoIIA: -2; EWS-Fli block: 5; PGC1a acetyl inh: 5; LGR2 antag: -38; PglD inh: 6

Results for Cc1ccc([C@@H]2[C@@H]3C(=O)N(c4ccccc4)C(=O)[C@@H]3[C@]3(Cc4ccccc4)C(=O)N(CC4CC4)CC(=O)N23)o1 ?
FN deposition inh: 10; S100A4 MyoIIA: -1; EWS-Fli block: -7; PAX8 inh HTS: -2; PGC1a acetyl inh: 17; PglD inh: -2

How did CN1CCN(C(=O)C[C@H]2C[C@H]3c4cc(NC(=O)Cc5ccncc5)ccc4O[C@H]3[C@@H](CO)O2)CC1 do in these assays?
ERAP1 HTS inh: -2; S100A4 MyoIIA: -25; EWS-Fli block: -4; PAX8 inh HTS: -15; PGC1a acetyl inh: -2; LGR2 antag: 1; PglD inh: -4

What do the screens show for `Oc1[nH]c2ccccc2c1N=Nc1c(F)c(F)c(C(F)(F)F)c(F)c1F`?
ERAP1 HTS inh: -2; FN deposition inh: -4; S100A4 MyoIIA: 4; EWS-Fli block: -7; PAX8 inh HTS: -5; PGC1a acetyl inh: 2; LGR2 antag: -3; PglD inh: -2

What do the screens show for `C[C@H](CO)N1C[C@H](C)[C@@H](CN(C)C(=O)c2ccccc2)Oc2cc(C#CC3(O)CCCC3)ccc2S1(=O)=O`?
ERAP1 HTS inh: 2; FN deposition inh: -16; S100A4 MyoIIA: 6; EWS-Fli block: 0; PGC1a acetyl inh: -1; LGR2 antag: 23; PglD inh: -2

Entries shown so far with a furan ring, fused or not, in the order listed:
How did COc1ccc(CNC(=O)C(c2ccco2)N(C(=O)c2ccccn2)c2ccccc2)cc1 (centres undefined) do in these assays?
ERAP1 HTS inh: 0; FN deposition inh: 11; S100A4 MyoIIA: 6; EWS-Fli block: 5; PAX8 inh HTS: -1; PGC1a acetyl inh: -18; LGR2 antag: -12

Results for Cc1ccc([C@@H]2[C@@H]3C(=O)N(c4ccccc4)C(=O)[C@@H]3[C@]3(Cc4ccccc4)C(=O)N(CC4CC4)CC(=O)N23)o1 ?
FN deposition inh: 10; S100A4 MyoIIA: -1; EWS-Fli block: -7; PAX8 inh HTS: -2; PGC1a acetyl inh: 17; PglD inh: -2

(listing goes on)
How did Cc1c(C(=O)NCC(C)(C)N2CCOCC2)oc2ccccc12 do in these assays?
ERAP1 HTS inh: 1; FN deposition inh: -3; S100A4 MyoIIA: 2; EWS-Fli block: -3; PAX8 inh HTS: 9; PGC1a acetyl inh: -5; LGR2 antag: -8; PglD inh: -3

Results for COc1ccc(-c2cc(C(=O)NC(Cc3cc4ccccc4[nH]3)C(=O)O)c(C)o2)cc1OC (centres undefined) ?
ERAP1 HTS inh: 9; FN deposition inh: 11; S100A4 MyoIIA: 1; EWS-Fli block: -4; PAX8 inh HTS: -10; LGR2 antag: -18

How did Cc1cc(C)n2cc(CSc3nnc(-c4ccccc4)c(-c4ccccc4)n3)nc2n1 do in these assays?
ERAP1 HTS inh: 2; FN deposition inh: -10; S100A4 MyoIIA: 1; EWS-Fli block: 3; PAX8 inh HTS: 2; PGC1a acetyl inh: 3; LGR2 antag: -2

How did O=c1c2cn(Cc3ccc(F)cc3)c3ccccc3c-2nn1Cc1ccc(F)cc1 do in these assays?
ERAP1 HTS inh: 3; FN deposition inh: 3; S100A4 MyoIIA: -8; EWS-Fli block: 3; PAX8 inh HTS: -1; PGC1a acetyl inh: 2; LGR2 antag: 18; PglD inh: 8

Results for Cc1ccc(/C=N/NC(=O)CNC(=O)Cc2ccccc2)o1 ?
ERAP1 HTS inh: 0; FN deposition inh: 2; S100A4 MyoIIA: 5; EWS-Fli block: -3; PAX8 inh HTS: -3; LGR2 antag: -6

Results for CCCCn1c(N)c(N(CCOC)C(=O)COC(=O)COc2c(C)cc(C)cc2C)c(=O)[nH]c1=O ?
ERAP1 HTS inh: -4; FN deposition inh: -1; S100A4 MyoIIA: 0; EWS-Fli block: -8; PAX8 inh HTS: -13; LGR2 antag: 9; PglD inh: 1

What do the screens show for `Cc1ccc(-c2ccc(/C=N/n3cnnc3)o2)cc1`?
FN deposition inh: -17; S100A4 MyoIIA: 1; EWS-Fli block: -10; PAX8 inh HTS: 6; LGR2 antag: -9

How did CCOC(=O)c1c2c(c(=S)n(-c3ccccc3)c1N)CCC2 do in these assays?
FN deposition inh: 6; PAX8 inh HTS: 8; PGC1a acetyl inh: 10; PglD inh: -1

Results for C[C@H](CO)N1C[C@H](C)[C@@H](CN(C)Cc2ccncc2)Oc2cc(C3=CCCCC3)ccc2S1(=O)=O ?
ERAP1 HTS inh: 0; S100A4 MyoIIA: -2; EWS-Fli block: 33; PGC1a acetyl inh: -19; LGR2 antag: 11; PglD inh: -2

Results for O=C(CNC(=O)c1cccc(OC(F)F)c1)Nc1ccc(Cl)cc1 ?
ERAP1 HTS inh: 2; FN deposition inh: -5; S100A4 MyoIIA: 3; EWS-Fli block: -9; PAX8 inh HTS: 7; LGR2 antag: 0

What do the screens show for `COc1ccc(CN(C)C[C@@H]2Oc3ccc(NC(=O)CCC(F)(F)F)cc3C(=O)N([C@H](C)CO)C[C@@H]2C)cc1`?
ERAP1 HTS inh: -1; S100A4 MyoIIA: 5; EWS-Fli block: -8; PAX8 inh HTS: 9; PGC1a acetyl inh: 0; LGR2 antag: 0; PglD inh: -2

Results for O=C(N/N=C/c1c(O)ccc2ccccc12)C(=O)N1CCCC1 ?
ERAP1 HTS inh: -1; FN deposition inh: 5; S100A4 MyoIIA: -6; EWS-Fli block: 6; PAX8 inh HTS: 16; PGC1a acetyl inh: 13; LGR2 antag: 18; PglD inh: -1

How did Cc1cccc(CSCC(=O)N2CCN(S(=O)(=O)c3ccccc3C#N)CC2)c1 do in these assays?
ERAP1 HTS inh: -1; FN deposition inh: -2; S100A4 MyoIIA: -2; EWS-Fli block: -6; PAX8 inh HTS: -5; PGC1a acetyl inh: -2; LGR2 antag: -18; PglD inh: -6

What do the screens show for `COc1ccc(/C=C/C(=O)OCC(=O)Nc2ccc(OC)c(S(=O)(=O)N3CCCCC3)c2)cc1`?
ERAP1 HTS inh: -1; FN deposition inh: 2; S100A4 MyoIIA: 7; EWS-Fli block: 2; PAX8 inh HTS: 32; LGR2 antag: -19; PglD inh: 5

How did O=C(C[C@@H]1C[C@H]2c3cc(NC(=O)c4ccc5c(c4)OCO5)ccc3O[C@H]2[C@@H](CO)O1)NCc1ccc(Oc2ccccc2)cc1 do in these assays?
ERAP1 HTS inh: 3; FN deposition inh: 3; S100A4 MyoIIA: 9; EWS-Fli block: -8; PAX8 inh HTS: -10; PGC1a acetyl inh: -4; LGR2 antag: 53*; PglD inh: -2

Compound activity: PubChem, Broad Institute
